High-throughput results (PubChem BioAssay)
aGlu spleen mod: inhibitors or activators of human alpha-glucosidase in spleen homogenate; Potency, µM (titrated, usually from 79.9 µM), inactives show at the highest dose activity change, negative = inhibition, usual class: inhibitors; actives 0.006% (n = 240,000); human spleen homogenate, 4-MU-alpha-glucoside fluorescence; P10253;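 note: 0% = enzyme with vehicle and -100% = no enzyme basal signal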
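Human spleen homogenate (1 ug) with 4-methylumbelliferyl-alpha-D-glucopyranoside (1 mM final) in 50 mM citrate/phosphate pH 5.0, 0.01% Tween-20; 40 min at 37 C. Stopped at pH 10; 4-MU fluorescence Ex 365/Em 440 nm; AC50 by Hill fit.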
GoLoco inh red: blocks human Gai1 binding to RGS12 GoLoco peptide, red readout | Gai1:RGS12 GoLoco peptide FP, rhodamine, 10 min | Potency, µM (highest dose often 61.6 µM), for inactives: at the highest dose activity, negative = inhibition, usual class: inhibitors | actives 0.44% (n = 230,000); active = well fitted inhibition curve with a large enough effect, not every such curve was filed as active; inactive = no such curve, though single readings can be large or run the other way; note: % is set by controls: 0 for no effect and ±100 for the full control effect; nearly all actives have a fitted effect of over 30% in size; many of its hits are not listed in these tables
Target sequence (P63096 whole entry, looked up): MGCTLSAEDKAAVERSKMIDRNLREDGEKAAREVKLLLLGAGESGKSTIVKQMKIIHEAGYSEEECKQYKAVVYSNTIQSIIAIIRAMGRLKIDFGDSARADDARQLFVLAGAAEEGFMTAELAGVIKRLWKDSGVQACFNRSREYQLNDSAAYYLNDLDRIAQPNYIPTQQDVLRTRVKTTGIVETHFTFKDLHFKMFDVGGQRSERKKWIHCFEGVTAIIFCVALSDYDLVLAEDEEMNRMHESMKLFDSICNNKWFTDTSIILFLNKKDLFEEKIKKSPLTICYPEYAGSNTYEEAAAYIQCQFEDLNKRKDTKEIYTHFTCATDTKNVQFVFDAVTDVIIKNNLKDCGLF
IMPase Li inh: membrane-permeable IMPase blocker, potentiated with lithium. CHO-M1 cells, IP1 TR-FRET (IP-One), carbachol + lithium. Potency, µM (series often up to 59.4 µM), inactives show top-dose activity, negative = IMPase inhibition, usual class: inhibitors. actives 0.35% (n = 210,000);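 note: IP1 builds up when IMPase is blocked and the TR-FRET signal falls; plate controls were basal vehicle for no effect and high inhibitor control for full effect; nearly all actives have a fitted effect of over 50% in size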
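Lithium-sensitised IP1 accumulation assay; M1-expressing CHO cells treated 30 min at 37C with compound. Competitive antibody detection by time-resolved FRET followed a 10 min room-temperature lysis step.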
GAA inhib: blocks human lysosomal alpha-glucosidase; P10253; purified human GAA, 4-MU-alpha-glucoside fluorescence; Potency, µM (highest dose often 76.9 µM), for the others: at the top dose activity change, negative = inhibition, most hits filed as inhibitors; actives 0.005% (n = 200,000);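 note: plate controls were uninhibited enzyme wells for no effect and no-enzyme background for full effect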
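Endpoint fluorogenic read: 20 min room-temperature reaction of 4 nM human alpha-glucosidase with 400 uM 4-methylumbelliferyl-alpha-D-pyranoside, pH 5.0, quenched with 1M NaOH/1M glycine pH 10. AC50 from Hill modeling.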
GAA glycogen mod: GAA glycogen-cleavage inhibition or activation. P10253. recombinant GAA, glycogen substrate, Amplex Red glucose oxidase fluorescence. Potency, µM (series often up to 76.4 µM), for inactives: at the highest dose activity change, negative = inhibition, hits mostly inhibitors. actives 0.38% (n = 300,000). AID 2100;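 note: 0% = full enzyme reaction and -100% = no-enzyme basal signal; the screen sought inhibitors and activators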
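Recombinant enzyme (4 nM final) with compounds titrated up to 77 uM and bovine liver glycogen (30 ug) in citrate pH 5.0, 0.01% Tween-20, 37 C 40 min. Released glucose detected by Amplex Red/glucose oxidase (Ex 573/Em 610); AC50 from Hill fits.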
HTT ATP protect: cytoprotection in Huntington HTT-Q103 PC12 cell model. AID 1471. actives 0.14% (n = 230,000). Potency, µM (series often up to 56.4 µM), for the others: cytoprotection (ATP increase), usual class: activators. PC12 HTT-Q103 induced, cytoprotection, ATP luminescence, 40 h;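 note: % of control where 0% means no effect; nearly all actives have a fitted effect of over 45% in size; toxic huntingtin expression switched on by the ecdysone agonist tebufenozide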
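Compounds added alongside 100 nM tebufenozide, which induces toxic Q103 huntingtin exon 1-GFP in stable PC12 cells; surviving cells quantified by luminescent ATP measurement. Medium: phenol red-free DMEM, 5% equine and 5% calf serum.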
HttQ103 aggreg: inhibitors of mutant huntingtin aggregate formation in PC12 cells. PC12 HttQ103-GFP aggregates, Acumen cytometry, 40 h. Potency, µM (highest dose often 46.1 µM), inactives show at the highest dose activity change, negative = inhibition, actives largely listed as inhibitors. actives 1.1% (n = 220,000). AID 1688; note: % is set by controls: 0 for no effect and ±100 for the full control effect; nearly all actives have a fitted effect of over 60% in size
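Steps: seed 1500 PC12 HTTQ103-GFP cells/well; add tebufenozide, 100 nM final; add compound titration; add ATPLite reagent; quantify GFP aggregates by laser scanning cytometry.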
An asterisk follows results filed as active; [ ] = dose if it differs, or a comment. Unless noted, calls come from the whole dose curve; as a rule, active = well fitted curve in the direction sought with a large enough effect; inconclusive = small, poorly fitted or top-dose-only effect, or another doubt; inactive = no such curve, though single readings can be large; an effect the other way counts as inactive or inconclusive. Potency is the fitted concentration of half-maximal effect. These rows are one share of the data, so the mix of outcomes need not match the whole.

`OCCN1CCN(c2nc(N3CCCCC3)nc(N3CCCCC3)n2)CC1` gave aGlu spleen mod 1%, GoLoco inh red 2%, IMPase Li inh 7%[38.3 µM], GAA inhib -5%, GAA glycogen mod 6%, HTT ATP protect -7%[10 µM] and HttQ103 aggreg 10%.
Screening Cc1ccc(S(=O)(=O)N/N=C\c2cc3c(cc2[N+](=O)[O-])OCO3)cc1 returned aGlu spleen mod -13%, GoLoco inh red -3%, IMPase Li inh 19%, GAA inhib 5%, GAA glycogen mod 3%, HTT ATP protect 10%[10 µM] and HttQ103 aggreg 14%.
For CCc1ccc(OCC(=O)N/N=C(\C)c2ccc(OC(F)F)cc2)cc1 the results were aGlu spleen mod -3%, GoLoco inh red 6%, IMPase Li inh -4%, GAA inhib 3%, GAA glycogen mod 4%, HTT ATP protect 22%[10 µM] and HttQ103 aggreg 4%.
Screening Cc1cc2nc(C)n(CCCNC(=O)Nc3ccccc3)c2cc1C returned aGlu spleen mod 0%, GoLoco inh red 11%, IMPase Li inh 17%[38.3 µM], GAA inhib -4%, GAA glycogen mod -14%, HTT ATP protect -2% and HttQ103 aggreg -24%.
For O=C(Cn1cc2c(n1)CCCCC2)NC1CCN(Cc2ccccc2)CC1 the results were aGlu spleen mod 3%, GoLoco inh red -5%, IMPase Li inh 6%[38.3 µM], GAA inhib -3%, GAA glycogen mod 12%, HTT ATP protect 0% and HttQ103 aggreg -18%.
COc1ccc(NC(=O)c2cc(-c3cccc(OC)c3)on2)cc1 was read as aGlu spleen mod -10%, GoLoco inh red 2%, IMPase Li inh -7%, GAA inhib 5%, GAA glycogen mod 9%, HTT ATP protect -13% and HttQ103 aggreg -22%.
COc1ccccc1-c1c(C)c(C)nc(N)c1C#N was read as aGlu spleen mod 3%, GoLoco inh red 2%, IMPase Li inh -14%[38.3 µM], GAA inhib -9%, GAA glycogen mod 7%, HTT ATP protect 14% and HttQ103 aggreg 2%[9.22 µM].
For O=C(C[n+]1ccc(/C=N/O)cc1)N(Cc1ccccc1)Cc1ccccc1 the results were aGlu spleen mod 1%, GoLoco inh red 5%, IMPase Li inh 2%, GAA inhib -2%, GAA glycogen mod 7%, HTT ATP protect inconclusive and HttQ103 aggreg -32%.
`c1ccc(CNc2ncnc3ccccc23)cc1` gave aGlu spleen mod -5%, GoLoco inh red 5%, IMPase Li inh 17%[38.3 µM], GAA inhib -12%, GAA glycogen mod -4%, HTT ATP protect 4%[10 µM] and HttQ103 aggreg 4.5µM*.
For CCc1cc2c(N[C@@H](Cc3c[nH]c4ccccc34)C(=O)O)ncnc2s1 the results were aGlu spleen mod 0%, GoLoco inh red -4%, IMPase Li inh -7%, GAA inhib 2%, GAA glycogen mod -1%, HTT ATP protect 20%[10 µM] and HttQ103 aggreg 0%.

Reprinted at random: 2 compounds from above
`OCCN1CCN(c2nc(N3CCCCC3)nc(N3CCCCC3)n2)CC1` gave aGlu spleen mod 1%, GoLoco inh red 2%, IMPase Li inh 7%[38.3 µM], GAA inhib -5%, GAA glycogen mod 6%, HTT ATP protect -7%[10 µM] and HttQ103 aggreg 10%.
`c1ccc(CNc2ncnc3ccccc23)cc1` gave aGlu spleen mod -5%, GoLoco inh red 5%, IMPase Li inh 17%[38.3 µM], GAA inhib -12%, GAA glycogen mod -4%, HTT ATP protect 4%[10 µM] and HttQ103 aggreg 4.5µM*.

Other results follow:
O=C(CCc1nc(-c2ccccc2F)no1)NCCN1CCN(Cc2ccccc2)CC1 was read as aGlu spleen mod 5%, GoLoco inh red -8%, IMPase Li inh -1%[38.3 µM], GAA inhib 4%, GAA glycogen mod 6%, HTT ATP protect -14% and HttQ103 aggreg -17%.
Screening Cc1ccc2c(Cl)cc(Cl)c(OCC(=O)OCC(=O)Nc3ccc(C#N)cc3)c2n1 returned aGlu spleen mod -4%, GoLoco inh red 20µM*, IMPase Li inh -6%, GAA inhib 2%, GAA glycogen mod 5%, HTT ATP protect 0%[10 µM] and HttQ103 aggreg 0%.
`O=C(CN1CCC(Cc2ccccc2)CC1)NCCc1ccc(F)cc1` gave aGlu spleen mod -6%, GoLoco inh red -34%, IMPase Li inh 3%, GAA inhib 4%, GAA glycogen mod -19%, HTT ATP protect -21% and HttQ103 aggreg -13%.
For CCN1CCCC1CN(Cc1cc2ccc(C)cc2[nH]c1=O)C(=S)Nc1ccc(OC)cc1 (stereo not drawn) the results were aGlu spleen mod -3%, GoLoco inh red 23%, IMPase Li inh -8%, GAA inhib 1%, GAA glycogen mod 0%, HTT ATP protect inconclusive and HttQ103 aggreg 1%.
COc1cccc(CNC(=O)Cn2ncc3c(=O)oc4ccccc4c32)c1 was read as aGlu spleen mod -2%, GoLoco inh red 12%, GAA glycogen mod -2%, HTT ATP protect -8%[10 µM] and HttQ103 aggreg 5%[9.22 µM].
`O=C(Cc1cccs1)N/N=C/C=C/c1ccco1` gave aGlu spleen mod 5%, GoLoco inh red 80%[activator], IMPase Li inh 8%, GAA inhib 3%, GAA glycogen mod 0% and HttQ103 aggreg 6%.
`CCCN=C1NC(=O)C(CC(=O)NCCc2ccccc2)S1` (stereo not drawn) gave aGlu spleen mod 0%, GoLoco inh red 3%, IMPase Li inh 0%, GAA inhib 2%, GAA glycogen mod 4%, HTT ATP protect -3%[10 µM] and HttQ103 aggreg -5%.
For O=C(O)CSc1nnc(-c2ccc3c(c2)OCO3)o1 the results were aGlu spleen mod 4%, GoLoco inh red -3%, IMPase Li inh -20%[38.3 µM], GAA inhib -6%, GAA glycogen mod 4%, HTT ATP protect 3% and HttQ103 aggreg 6%.
`COc1cccc(C2CC(c3ccccc3)=NN2S(=O)(=O)c2ccc(C)cc2)c1OC` (stereo not drawn) gave aGlu spleen mod 0%, GoLoco inh red 196%[activator], IMPase Li inh 15%, GAA inhib -8%, GAA glycogen mod -4%, HTT ATP protect -8% and HttQ103 aggreg -12%.
`CSc1ccc(S(=O)(=O)NCc2ccc(Cl)cc2)cc1` gave aGlu spleen mod -5%, GoLoco inh red 4%, IMPase Li inh 1%[38.3 µM], GAA inhib -3%, GAA glycogen mod -11%, HTT ATP protect -12%[0.074 µM] and HttQ103 aggreg 0%.
For Cc1ccc2c(Cl)c(C)c(N3CCCC3)nc2n1 the results were aGlu spleen mod 4%, GoLoco inh red 8%, IMPase Li inh 10%, GAA inhib -3%, GAA glycogen mod 0%, HTT ATP protect 19%[10 µM] and HttQ103 aggreg 9%.
`COc1ccc2c(c1)-c1c(sn(-c3ccccc3)c1=S)C(C)(C)N2` gave aGlu spleen mod 2%, GoLoco inh red 8%, IMPase Li inh -7%, GAA inhib -3%, GAA glycogen mod inconclusive, HTT ATP protect 19%[10 µM] and HttQ103 aggreg 8%.
Screening Cc1ccc(F)cc1NC(=O)N1CCCN(c2ccc(C(F)(F)F)cn2)CC1 returned aGlu spleen mod -3%, GoLoco inh red 2%, GAA glycogen mod 3%, HTT ATP protect 8%[10 µM] and HttQ103 aggreg -24%[9.22 µM].
Screening Cn1c(N)c(C(=O)COC(=O)CCc2c[nH]c3ccccc23)c(=O)n(C)c1=O returned aGlu spleen mod 0%, GoLoco inh red 0%, IMPase Li inh 5%[38.3 µM], GAA inhib 0%, GAA glycogen mod 4%, HTT ATP protect 8% and HttQ103 aggreg 1%.
Cc1cc(C)cc(OCC(=O)OCCN2C(=O)c3ccccc3C2=O)c1 was read as aGlu spleen mod 7%, GoLoco inh red -10%, IMPase Li inh 36%[activator][38.3 µM], GAA inhib 7%, GAA glycogen mod 20%, HTT ATP protect 5%[10 µM] and HttQ103 aggreg 18%.
Screening Cc1cc(=O)[nH]c(NN=C(CC(C)C)CC(C)C)n1 returned aGlu spleen mod 3%, GoLoco inh red 1%, IMPase Li inh -3%, GAA inhib 4%, GAA glycogen mod -2%, HTT ATP protect 19%[10 µM] and HttQ103 aggreg 6%.
Screening CCN(CC)CCN(C)c1ccc(N2C(=O)C3CC=CCC3C2=O)cc1[N+](=O)[O-] (stereo not drawn) returned aGlu spleen mod -5%, GoLoco inh red 7%, IMPase Li inh 5%, GAA inhib -9%, GAA glycogen mod -2%, HTT ATP protect inconclusive and HttQ103 aggreg inconclusive.
For CCOC(=O)c1[nH]c2ccc(OC)cc2c1NC(=O)CCN1CCSCC1 the results were aGlu spleen mod -14%, GoLoco inh red 4%, IMPase Li inh 4%, GAA inhib -2%, GAA glycogen mod 3% and HttQ103 aggreg 4%.
`O=C1c2ccccc2NC(c2cccc(Cl)c2)N1N=C1CCCCCC1` (stereo not drawn) gave aGlu spleen mod 0%, GoLoco inh red 5%, IMPase Li inh 12%[38.3 µM], GAA inhib 14%, GAA glycogen mod -5%, HTT ATP protect 15% and HttQ103 aggreg 29%.
For Cc1cc(NS(=O)(=O)c2ccccc2)no1 the results were aGlu spleen mod -5%, GoLoco inh red 0%, IMPase Li inh 7%[38.3 µM], GAA inhib 1%, GAA glycogen mod 5%, HTT ATP protect 17%[10 µM] and HttQ103 aggreg -12%.
CC(=O)Nc1cccc(OCC(O)Cn2c(C)nc3ccccc32)c1 (stereo not drawn) was read as aGlu spleen mod -4%, GoLoco inh red -5%, IMPase Li inh 4%, GAA inhib -3%, GAA glycogen mod -10%, HTT ATP protect -2%[1.9 µM] and HttQ103 aggreg -22%.
For Cc1ccc(/C=N/NC(=O)CNC(=O)c2ccc(S(=O)(=O)N(C)C)cc2)cc1 the results were aGlu spleen mod -12%, GoLoco inh red 3%, IMPase Li inh 13%, GAA inhib -9%, GAA glycogen mod -7%, HTT ATP protect 6%[10 µM] and HttQ103 aggreg -18%.
For COc1ccc(S(=O)(=O)N2CCN(Cc3ccccc3)CC2)cc1 the results were aGlu spleen mod -4%, GoLoco inh red -1%, IMPase Li inh -4%[38.3 µM], GAA inhib -10%, GAA glycogen mod -3%, HTT ATP protect 0% and HttQ103 aggreg -13%.
`CC(Oc1ccc(C(=O)c2ccccc2)cc1)C(=O)Nc1ccc(S(N)(=O)=O)cc1` (stereo not drawn) gave aGlu spleen mod -3%, GoLoco inh red -2%, IMPase Li inh 0%, GAA inhib -5%, GAA glycogen mod 2%, HTT ATP protect 16%[10 µM] and HttQ103 aggreg 2%.
Screening CC/C(=C/c1sc2ccccc2[n+]1CC)SC returned aGlu spleen mod -1%, GoLoco inh red 36%[activator], IMPase Li inh 1%, GAA inhib -1%, GAA glycogen mod 2%, HTT ATP protect 15%[10 µM] and HttQ103 aggreg -18%.
